Screens from PubChem.
KOR beta-arrestin-1: KOR agonists, beta-arrestin recruitment, primary screen, cell-based, luminescence, uHTS (AID 1777) | KOR beta-arrestin recruitment, luminescence; higher % means a stronger effect | activation, % at 10 µM, or EC50 in µM where a hit was titrated | 280,000 compounds, 0.02% hits; in the data active = activation above about 50%, passing the limit was not always enough; also: a part of the inactive calls stands beside numbers as strong as those of hits
HIV peptide binding: inhibitors of HIV fusion peptide binding, primary screen, biochemical, uHTS, fluorescence dequenching (AID 1986). cell-free peptide binding, fluorescence dequenching, 30 min; higher % means a stronger effect. inhibition, % at 20 µM, or IC50 in µM where a hit was titrated. 290,000 compounds, 0.3% hits; in the data active = inhibition mostly above about 52%, no sharp cut-off; inactive = mostly below about 76%; also: some results filed as inactive read as strong as hits
SV40 large T antigen: SV40 large T antigen inhibitors, biochemical (AID 1903); SV40 large T antigen ATPase/helicase inhibition assay; higher % means a stronger effect; 310,000 compounds, 0.39% hits; inhibition, % at 20 µM; hits with a dose series show IC50 in µM; in the data active = a potency from the dose series; also: strong numbers were not always called active
KOR beta-arrestin-2: kappa opioid receptor blockers – cell-based, luminescence, uHTS (AID 1778). 290,000 compounds, 0.091% hits. inhibition, % at 10 µM, or IC50 in µM where a hit was titrated. KOR beta-arrestin recruitment, luminescence, antagonist mode; higher % means a stronger effect; also: strong numbers were not always called active
GPR55 activation: GPR55 agonists via beta-arrestin recruitment, primary screen, imaging, U2OS cells, beta-arrestin-GFP redistribution (AID 1961); U2OS GPR55 beta-arrestin-GFP redistribution imaging; higher % means a stronger effect; activation, % at 10 µM, or EC50 in µM where a hit was titrated; 290,000 compounds, 0.048% hits;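 active = activation above 40% with more than 50 cells counted in the well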;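 also: U2OS osteosarcoma cells stably expressing GPR55 and beta-arrestin-GFP; plate controls were DMSO negative control for no effect and LPI positive control for full effect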
NOD1 inhibition: NOD1 signaling inhibitors, primary screen, cell-based, luminescence, uHTS (AID 1578); NOD1-driven NF-kB luciferase reporter cells, luminescence; higher % means a stronger effect; inhibition, % at 4 µM, or EC50 in µM where a hit was titrated; 290,000 compounds, 1% hits; in the data active = inhibition mostly above about 36%, no sharp cut-off; inactive = mostly below about 34%;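 also: HEK-293T reporter cells stimulated with the NOD1 agonist gamma-tri-DAP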
Rac1 GTP hydrolysis: MgcRacGAP GTPase-activating activity inhibitors, confirmation, biochemical, ADP Hunter fluorescence; MgcRacGAP-stimulated Rac1 GTP hydrolysis, ADP Hunter fluorescence; higher % means a stronger effect; GST-tagged Rac1 F28L mutant substrate; inhibition, % at 30 µM; hits with a dose series show IC50 in µM; 340,000 compounds, 0.6% hits; AID 624330;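 active = first-screen hits whose inhibition reached a set limit at any dose in the follow-up dose series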;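 also: fluorescence reports GDP produced by GAP-driven GTP hydrolysis; strong numbers were not always called active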
NOD2 inhibition: inhibition of NOD2-driven NF-kB reporter – cell-based, luminescence, uHTS, HEK293 (AID 1566); inhibition, % at 4 µM, or EC50 in µM where a hit was titrated; 290,000 compounds, 0.63% hits; HEK293 NOD2/NF-kB luciferase reporter, luminescence; higher % means a stronger effect; also: many of its hits are not listed in these tables
GPR55 antagonists: GPR55 antagonists blocking LPI-driven arrestin recruitment, primary screen, imaging, U2OS, beta-arrestin-GFP, LPI agonist (AID 2013) | U2OS GPR55 beta-arrestin-GFP translocation imaging, LPI antagonism; higher % means a stronger effect | inhibition, % at 10 µM; hits with a dose series show IC50 in µM | 290,000 compounds, 0.13% hits;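 active = spots per cell inhibited over 60%, with over 100 cells counted and total cytoplasm intensity under 500,000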;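 also: U2OS cells stably carrying GPR55 and arrestin-GFP stimulated by 5 µM LPI near EC80; imaged beta-arrestin-GFP aggregate spots per cell after agonist stimulation; plate controls were LPI-stimulated DMSO wells for no effect and DMSO wells without LPI for full effect; some results filed as inactive read as strong as hits; confirmed hits need IC50 under 10 µM and bright autofluorescent wells are also inconclusive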
* = called active by the depositor; . = not tested or not shown; [ ] = remark or other dose. Rule as the data show it, unless noted: active = inhibition above about 50%; inactive = the rest. Only part of the results is shown. The share of hits here may be higher or lower than overall.

SMILES	KOR beta-arrestin-1	HIV peptide binding	SV40 large T antigen	KOR beta-arrestin-2	GPR55 activation	NOD1 inhibition	Rac1 GTP hydrolysis	NOD2 inhibition	GPR55 antagonists
Cc1ccc(C(=O)NCCN2CCOCC2)cc1Cl	1.2%	-0.8%	6%	-44%	-0.2%	-4%	2%	-5%	-5%
CC(=O)c1cccc(S(=O)(=O)NC(C)C2CC3CCC2C3)c1 (stereo not drawn)	1.1%	2.0%	-1%	-1%	-0.3%	-1%	4%	0%	-8%
Cc1ccc(N(CC(O)CN(C)C)S(=O)(=O)c2ccccc2)cc1 (stereo not drawn)	-0.1%	-1.3%	12%	10%	-0.2%	-14%	11%	15%	-4%
O=C(/C=C/c1ccccc1)c1cc(Br)ccc(=O)c1O	0.1%	-0.6%	31%	0%	-0.1%	16%	14%	5%	3%
CC(C)Cn1c(SCC(=O)NC(=O)NC2CCCC2)nc2ccccc21	1.4%	4.2%	12%	11%	-0.3%	11%	0%	18%	12%
CCc1nnc(NC(=O)CSc2nnc(-c3ccncc3)n2Cc2ccccc2)s1	3.8%	-2.9%	7%	-9%	-1.0%	-12%	.	3%	0%
Cc1ccc(-c2cc(C(=O)NCc3ccccn3)no2)cc1	0.3%	1.5%	15%	-42%	-0.1%	-32%	7%	-32%	-7%
COc1cccc(CC(=O)Nc2ccc3nc(C)sc3c2)c1	-1.3%	3.0%	-12%	5%	0.3%	-25%	-15%	-11%	-3%
O=C(Nc1ccc(F)cc1)Nc1ccccc1N1CCCCC1	-1.7%	2.1%	7%	-16%	0.3%	7%	1%	18%	8%
COc1ccccc1CNC(=O)C(=O)c1cn(CC(=O)N2CCCC2)c2ccccc12	-1.9%	0.3%	3%	-9%	-0.2%	-4%	13%	14%	6%
Cc1nc2ccccc2c(=O)n1NC(=O)Nc1ccccc1	-0.7%	-2.1%	13%	25%	-0.1%	-13%	7%	5%	7%
CCn1c(=O)cc(OCC(=O)Nc2ccc3c(c2)OCCO3)c2ccccc21	-0.7%	-1.3%	7%	28%	-0.1%	-46%	10%	12%	-6%
C#CCNc1ccc([N+](=O)[O-])cc1	1.7%	0.8%	0%	-5%	-0.3%	-13%	9%	5%	-6%
O=C(COc1ccc2ccccc2c1)NC1CC1	-3.7%	1.2%	1%	6%	-0.1%	-55%	6%	-43%	7%
CCc1cc2cccc(C)c2nc1SCC(=O)Nc1nonc1C	.	-1.4%	22%	-46%[20 µM]	-0.1%	-18%	-1%	-16%	11%
CS(=O)(=O)c1cccc(NC(=O)c2ccc(Cl)c(Cl)c2)c1	-2.5%	0.1%	5%	-30%	0.2%	-52%	13%	4%	9%
CCN(CC)c1ccc(CNc2nnnn2C)cc1	4.5%	0.2%	9%	-12%	-0.1%	-28%	5%	2%	11%
CCOC(=O)c1c(NC(=O)Nc2ccccc2)sc(C)c1C	-0.7%	-0.1%	2%	14%	-0.3%	.	2%	15%	15%
CC(=O)c1ccc(N2CCC(C)CC2)c(F)c1	3.7%	1.0%	0%	-12%	0.0%	-52%	-6%	-6%	11%
COc1ccc(CNC(=O)C(c2ccc(C)o2)N(C(=O)c2snc(C(N)=O)c2N)c2ccccc2OC)cc1 (stereo not drawn)	-4.1%	-1.6%	-9%	-10%	0.2%	11%	3%	-18%	0%
COCCn1nnnc1C(c1cc2cccc(C)c2[nH]c1=O)N1CCN(c2ccccc2F)CC1 (stereo not drawn)	-4.8%	0.9%	14%	7%	0.2%	-11%	-1%	17%	-2%
CCCCn1c(N)c(N(CCC(C)C)C(=O)CSc2nnc(Nc3ccccc3)s2)c(=O)[nH]c1=O	-0.4%	1.8%	7%	-2%	0.9%	-3%	11%	9%	3%
O=C(O)CCCn1cc(NC(=O)c2c(F)cccc2F)cn1	-4.4%	0.8%	1%	1%	-0.1%	-50%	4%	-16%	5%
CC(C)NC(=S)N(C)C1(c2ccccc2Cl)CCCCC1=O (stereo not drawn)	-1.0%	2.6%	8%	-34%	-0.2%	-16%	3%	-1%	18%
Cc1ccc(NNC(=O)c2ccc(Cl)cc2)nn1	7.4%	-0.7%	12%	-38%	0.2%	5%	8%	2%	5%
(more compounds)
SMILES	KOR beta-arrestin-1	HIV peptide binding	SV40 large T antigen	KOR beta-arrestin-2	GPR55 activation	NOD1 inhibition	Rac1 GTP hydrolysis	NOD2 inhibition	GPR55 antagonists
CCOc1ccccc1NC(=O)Nc1ccccn1	0.2%	-1.4%	15%	31%	-0.3%	-2%	14%	-37%	-9%
CCCCc1ccc(/C=C2/C(=O)ON=C2c2ccccc2)s1	-2.3%	28%	11%	19%	-0.1%	-13%	-7%	12%	5%
CCOC(=O)C1=C(C)N(c2ccc(Cl)cc2)C(=O)NC1c1cccc([N+](=O)[O-])c1 (stereo not drawn)	-1.6%	0.7%	-6%	10%	0.6%	-22%	9%	3%	2%
COc1ccccc1N(CC(=O)N1CCCCC1)S(=O)(=O)c1ccccc1	-3.5%	-2.6%	-1%	28%	-0.1%	-18%	6%	0%	14%
COc1ccc(C(=O)COC(=O)CNC(=O)c2cc(OC)cc(OC)c2)cc1	-2.5%	-0.2%	6%	10%	-0.2%	-26%	5%	17%	4%
Cc1nnc(SC(C)C(=O)NC2CCCc3ccccc32)n1-c1ccccc1 (stereo not drawn)	0.5%	-0.4%	2%	31%	-0.2%	-1%	5%	6%	-1%
CC1CN(C(=O)CSc2nc(-c3ccc(F)cc3)cs2)CC(C)O1 (stereo not drawn)	-4.2%	-3.3%	1%	-12%	0.2%	-16%	11%	10%	-2%
COc1cccc(NC(=S)NCc2ccccc2)c1	4.5%	0.1%	4%	-42%[20 µM]	-0.1%	-28%	-4%	-6%	3%
CCOCCCNCc1cc(Cl)ccc1OCC	-2.2%	0.8%	9%	-30%[20 µM]	-0.1%	-18%	-5%	4%	12%
CC(C(=O)Nc1ccccc1C(=O)N1CCOCC1)N(c1ccccc1)S(C)(=O)=O (stereo not drawn)	-1.1%	0.4%	2%	8%	0.0%	-32%	3%	-6%	2%
COc1cc(OC)cc(C(=O)N[C@H](C(=O)Nc2cccc(S(=O)(=O)N3CCCC3)c2)C(C)C)c1	-0.5%	0.0%	12%	34%	-0.1%	-8%	3%	-59%	6%
COc1ccc(N=Nc2ccc3ccccc3c2)c(O)c1	-5.4%	-2.5%	8%	-6%[20 µM]	-0.1%	-64%	8%	-59%	-14%
O=C(NCCN1C(=O)S/C(=C\c2ccccc2)C1=O)c1cc(S(=O)(=O)N2CCOCC2)c(Cl)cc1Cl	5.9%	0.9%	-1%	-36%	-0.2%	-13%	7%	3%	-8%
CC(C)C[C@H](NS(=O)(=O)c1ccc(Br)cc1)C(=O)O	-1.8%	0.1%	12%	-25%	-0.1%	-27%	9%	-9%	15%
CC(C)c1nnc(NC(=O)C2CCCN(C(=O)Nc3ccc(F)cc3)C2)s1 (stereo not drawn)	1.1%	0.5%	12%	34%	-0.1%	-21%	6%	2%	13%
COC(=O)N/N=C\c1ccc(OC(=O)c2ccco2)cc1	0.7%	1.6%	22%	-10%	-0.4%	-3%	.	9%	-4%
CCOCC(=O)Nc1ccc(S(=O)(=O)N2CCOCC2)cc1	-2.7%	-0.4%	10%	23%	-0.1%	-14%	6%	-2%	1%
O=C(CN1CCCCC1)Nc1nc(-c2ccc(Cl)cc2)cs1	-3.3%	-1.3%	12%	-6%	-0.3%	-5%	8%	17%	0%
O=C(c1ccccc1)c1ccc2nc(N3CCCCC3)c3nncn3c2c1	4.3%	2.6%	7%	-30%	0.3%	-19%	10%	5%	9%
CCN(Cc1ccccc1OC)CC1CCCN(CCc2cccc(OC)c2)C1 (stereo not drawn)	2.9%	0.6%	6%	-30%[20 µM]	0.2%	15%	7%	-5%	20%
Cc1ccc2nc(C)c3c(c2c1)OC(C(C)(Cl)Br)C3 (stereo not drawn)	-1.6%	2.0%	19%	3%	0.0%	5%	12%	7%	22%
O=C(COC(=O)c1ccc(Cl)c(S(=O)(=O)N2CCCC2)c1)NC1CCCC1	-0.4%	1.7%	-7%	12%	-0.2%	8%	12%	15%	4%
Cn1c(=O)c2c(ncn2CC(=O)NC2CCCCC2)n(C)c1=O	.	-2.3%	24%	.	-0.1%	-7%	2%	8%	18%
Cc1cc(/C=N/NC(=O)c2ccccc2F)c(C)n1-c1ccccc1	-2.1%	-2.2%	7%	-29%	0.6%	-27%	2%	-114%	-9%
Cn1c(NC(=O)CCc2ccccc2)cc(=O)n(C)c1=O	-4.0%	0.4%	15%	17%	-0.1%	-25%	5%	-12%	1%
Continued.
SMILES	KOR beta-arrestin-1	HIV peptide binding	SV40 large T antigen	KOR beta-arrestin-2	GPR55 activation	NOD1 inhibition	Rac1 GTP hydrolysis	NOD2 inhibition	GPR55 antagonists
CC1(C)NC(=O)N(CCCCOc2ccc3c(c2)CCC3)C1=O	7.4%	0.2%	0%	-21%	-0.1%	-2%	-6%	15%	-8%
CCOc1ccc(NC(=O)CCN2CCN(C)CC2)cc1	-2.4%	1.1%	12%	14%	-0.2%	-9%	6%	-5%	16%
CCOc1ccc(N(C)S(=O)(=O)c2cc(-c3cc(C)no3)ccc2CC)cc1	0.8%	0.6%	21%	19%	-0.2%	8%	3%	22%	2%
COC(=O)C1CCN(C(=O)CN2C(=O)NC(CCc3ccccc3)C2=O)CC1 (stereo not drawn)	-2.6%	0.6%	6%	7%	0.3%	-10%	1%	2%	3%
CCC(C)(C)c1nnc(NC(=O)c2ccc([N+](=O)[O-])cc2)s1	-4.7%	0.3%	2%	35%	0.3%	-38%	5%	-19%	1%
COc1ccccc1NC(=S)NNC(=O)c1ccc(O)cc1	-3.8%	6.9%	28%	14%	0.2%	-46%	11%	-53%	7%
COc1ccc2c(c1)CCc1sc(NC(=O)c3ccco3)nc1-2	-0.4%	-0.6%	29%	16%	-0.2%	-43%	10%	-30%	14%
CN1CCN(NC(=O)c2cc([N+](=O)[O-])cc([N+](=O)[O-])c2)CC1	3.1%	0.2%	7%	-28%	-0.2%	-19%	0%	24%	0%
CC(C)c1onc(C(=O)NCc2cccs2)c1[N+](=O)[O-]	3.1%	-0.1%	2%	-28%	-0.4%	-10%	10%	8%	1%
CC(C)NC(=O)/C(=C/c1cn(-c2ccccc2)nc1-c1cccc([N+](=O)[O-])c1)NC(=O)c1ccccc1	1.1%	0.0%	-1%	-10%	0.1%	12%	3%	14%	6%
Cc1ccc(NC(=O)c2ccc([N+](=O)[O-])cc2Cl)nc1	0.0%	-0.6%	4%	-10%	0.9%	-21%	8%	-29%	-2%

Part of the list above, reduced to GPR55 activation, Rac1 GTP hydrolysis and KOR beta-arrestin-1.
| SMILES | GPR55 activation | Rac1 GTP hydrolysis | KOR beta-arrestin-1 |
| --- | --- | --- | --- |
| CC(C)NC(=O)/C(=C/c1cn(-c2ccccc2)nc1-c1cccc([N+](=O)[O-])c1)NC(=O)c1ccccc1 | 0.1% | 3% | 1.1% |
| CCOc1ccc(N(C)S(=O)(=O)c2cc(-c3cc(C)no3)ccc2CC)cc1 | -0.2% | 3% | 0.8% |
| CCOc1ccc(NC(=O)CCN2CCN(C)CC2)cc1 | -0.2% | 6% | -2.4% |
